Screens deposited in PubChem BioAssay by several laboratories.
Yp Topo-I inh – inhibitors of Yersinia pestis topoisomerase I; Y. pestis Topo-I cleavage product accumulation, plate reader; activity, % at 10 µM; actives 0.064% (n = 360,000); AID 504884; in the data active = activity above about 50%, passing the limit was not always enough; inconclusive = no clear call, values can overlap the other calls; also: inactives centre near 2
CCHFV vOTU inh – blocks the CCHF virus ovarian tumor domain protease. actives 0.55% (n = 370,000). inhibition, % at 11.5 µM. CCHFV vOTU protease, Pep-AMC fluorescence; in the data active = inhibition above about 30%; also: 0% = vehicle wells with enzyme and 100% = no enzyme wells
FadD28 FP inh – inhibitors of Mycobacterium tuberculosis FadD28 bisubstrate binding; FadD28 bisubstrate probe binding, fluorescence polarization; inhibition, % at 12.5 µM; actives 0.22% (n = 360,000); AID 588549; in the data active = inhibition above about 8.5%, passing the limit was not always enough; inconclusive = no clear call, values can overlap the other calls
PfHsp40 rescue – compounds rescuing yeast from Plasmodium falciparum HSP40 toxicity | growth rescue, % at 12.5 µM | actives 0.68% (n = 340,000) | S. cerevisiae expressing PfHsp40, growth rescue, ATP luminescence | AID 504582; in the data active = growth rescue above about 28%, passing the limit was not always enough; inconclusive = no clear call, values can overlap the other calls;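 also: yeast W303a lacking pdr1 and pdr3 grown in galactose medium; growth measured after three days at 30 °C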
Anthrax LF inh2 – blocks Bacillus anthracis lethal factor protease | multiplex microsphere protease cleavage assay, LF | inhibition, % at 10 µM | actives 0.12% (n = 360,000) | P15917; also: plate controls were buffer without enzyme for full effect and enzyme alone for no effect
TcdB inh – blocks C. difficile toxin B glycohydrolase activity. P18177. TcdB glycohydrolase enzymatic assay, plate reader. inhibition, % at 9.99 µM. actives 0.24% (n = 350,000). AID 652162; in the data active = inhibition above about 10%
PrPC TRFRET – cell surface PrPC inhibition, primary TR-FRET screen | P04156 | TR-FRET read-out | inhibition, % at 13.8 µM | actives 0.43% (n = 370,000); in the data active = inhibition above about 24%; also: 0% = median of the test wells and 100% = reference compound wells
BoNT F protease – BoNT F light chain protease inhibition. Multiplex microsphere protease cleavage assay, flow cytometry. inhibition, % at 10 µM. actives 0.22% (n = 360,000). AID 588497; in the data active = inhibition above about 35%, passing the limit was not always enough; inconclusive = no clear call, values can overlap the other calls; also: plate controls were buffer without enzyme for full effect and enzyme alone for no effect
BoNT-A LC inh2 – BoNT A light chain protease inhibition | multiplex microsphere protease substrate cleavage, flow cytometry | inhibition, % at 10 µM | actives 0.17% (n = 360,000) | AID 588499; also: plate controls were buffer without enzyme for full effect and enzyme alone for no effect
* = called active by the depositor; ? = inconclusive; . = not tested or not shown; & = joins results of further samples. Rule as the data show it, unless noted: active = inhibition above about 30%; inconclusive = no clear call, values can overlap the other calls; inactive = below that.

Each structure is followed by: FadD28 FP inh	BoNT F protease	Anthrax LF inh2	TcdB inh	PfHsp40 rescue	PrPC TRFRET	Yp Topo-I inh	BoNT-A LC inh2	CCHFV vOTU inh
COc1ccc(C(=O)NCCS(=O)(=O)N2CCCC2)cc1
    -3.5	?	?	0.5	-0.3	-6	2	0.1	46*
COc1ccc(CN(C)CC(=O)Nc2ccccc2C(F)(F)F)cc1
    -1.9	1	-5	1.2	-0.3	5	18	-0.9	5
O=C(CN1C(=O)C(=O)N(C2CCCC2)C1=O)Nc1ccc(Cl)cc1C(F)(F)F
    0.1	3	8	0.0	-2.4	-10	-2	0.5	8
Cn1cnnc1SCC(=O)Nc1cccc(S(=O)(=O)N2CCCCCC2)c1
    -2.1	-5	2	.	-1.5	5	8	-0.6	-17
CCOc1cc2c3c(c1)C(C)CC(C)(C)N3C(=O)C2=O (stereo not given)
    -2.0	-9	-3	.	-0.4	-6	-1	-0.9	1
COc1cccc(NS(=O)(=O)c2cc3c(cc2C)N(C(C)=O)CCO3)c1
    -1.0	-6	-2	1.9	0.6	0	7	-0.1	1
CCOc1cccc(C(=O)Nc2cccc(C(=O)NC(C)(C)C)c2)c1
    -4.6	-4	0	.	0.2	3	-7	-0.4	-11
COc1cccc(NC(=O)CN(C)C(=O)c2ccccc2-c2nc3ccccc3s2)c1
    -5.0	17	-5	-1.2	-0.2	1	8	-2.7	1
O=c1c2c(nc3cc(-c4ccc(Cl)cc4)[nH]n13)CCS2
    -3.7	-4	1	.	0.1	8	-3	0.3	-13
Cc1csc(NC(=O)CSc2nnc(-c3ccoc3C)o2)n1
    0.8	-4	5	.	0.9	10	-1	1.4	12
Cc1ccc(S(=O)(=O)CCC(=O)OCc2nc(N)nc(Nc3ccccc3C)n2)cc1
    -5.3	-7	4	1.1	0.2	-7	6	0.0	-1
COc1cc(NC(=O)CSCc2ccc(Cl)cc2)c(C(=O)O)cc1OC
    -1.7	7	-4	-0.4	1.3	-8	4	1.4	8
Cc1ccc(NC(=O)c2ccc3snnc3c2)cc1
    -2.2	-1	-1	-0.7	0.5	8	0	-0.2	-2
CCOc1ccc(C(=O)Nc2c(C(=O)N3CCC(N4CCCCC4)CC3)oc3ccccc23)cc1
    -2.9	10	0	1.2	0.7	-2	-4	5.7	14
COc1cc(C(=O)OC2CCOC2=O)c([N+](=O)[O-])cc1OC (stereo not given)
    1.3	8	1	0.1	-0.8	-5	-1	0.5	7
CCN(c1ccccc1)S(=O)(=O)c1ccc(OCC(=O)N2CCCC2)cc1
    -0.9	-14	2	0.2	-1.3	4	13	0.5	-1
O=C(C1=C[C@@H](c2ccc(Br)cc2)C[C@@H](OCCCCO)O1)N1CCOCC1
    -2.6	4	4	2.2&0.5	0.6	4	14	0.5	4
Cc1ccc(NC(=O)NC(=O)CN2C(=O)NC3(CCc4ccccc43)C2=O)c(C)c1 (stereo not given)
    1.3	12	0	.	1.7	2	18	-0.3	-5
COc1cc(/C=C/C(=O)NC(C)(C)C)ccc1OCc1ccccc1
    -5.4	2	1	.	2.5	-7	6	0.1	-2
Cc1cc2nc(-c3ccccc3)c(Cc3ccsc3)n2c(C)c1Br
    .	-6	3	0.2	.	-7	.	2.0	4
NS(=O)(=O)c1ccc(NC(=O)COC(=O)CCCN2C(=O)c3cccc4cccc(c34)C2=O)cc1
    -2.2	-6	-3	0.6	0.5	-18	2	-0.3	-14
COc1cccc(CNC(=O)CCNC(=O)c2ccco2)c1
    -1.4	?	?	0.7	1.1	-1	2	?	3
COc1ccc(OC)c(NC(=O)CSc2nnc(C3CCCCC3)n2N)c1
    -0.7	-9	-1	4.1	-1.2	6	12	2.9	3
OC(CN1CCN(c2ccccc2)CC1)c1ccc2c(c1)CCN2 (stereo not given)
    0.5	-9	-8	0.0	-1.0	-6	0	-1.3	-4
C[C@H](NC(=O)c1nc[nH]c1C(=O)N1CCN(C(=O)OC(C)(C)C)CC1)c1ccccc1
    -0.5	-1	-3	1.2	0.2	4	1	-0.7	1
O=C(CN1C(=O)NC2(CCCCCC2)C1=O)NCc1ccc(Cl)cc1
    -2.0	.	.	-1.1	-0.7	14	5	.	11
CC1(C(=O)NS(=O)(=O)c2cccc(C#N)c2)CCN1C(=O)Cc1ccc(Cl)cc1Cl (stereo not given)
    -2.1	-5	0	-1.9	.	-6	5	0.0	8
CC1([N+](=O)[O-])COP(=O)(Nc2ccccc2F)OC1 (stereo not given)
    -4.4	1	-2	0.7	-0.2	2	-11	0.3	0
COc1ccc(Cl)cc1C(=O)OCC(=O)NCCNC(=O)COC(=O)c1cc(Cl)ccc1OC
    1.0	-20	-8	1.2	0.7	0	29	-1.1	12
CC(c1ccccc1)C(NC(=O)OCC1c2ccccc2-c2ccccc21)C(=O)O (stereo not given)
    -1.7	1	4	-1.6	0.9	3	13	-0.3	19
CCN(CC)S(=O)(=O)c1ccc(C(=O)NNc2nc(-c3ccccc3)c3cc(Br)ccc3n2)cc1
    -2.2	-5	-1	.	-1.6	1	47	-0.2	15
CN(CC(=O)NCc1ccccn1)S(=O)(=O)c1ccc(Br)cc1
    0.0	-7	1	1.3	0.2	-2	8	-1.3	3
Cc1n[nH]c(C)c1N1C(=O)c2cccc3c(Br)ccc(c23)C1=O
    -1.6	3	-5	.	-0.4	-16	-3	-0.1	-6
Cc1ccc2[nH]c(C(=O)N3CCN(c4cccc(Cl)c4)CC3)cc2c1
    -1.2	-4	-10	0.5	0.5	-6	-2	-0.4	3
O=C(COc1ccc2c3c(c(=O)oc2c1)CCC3)NCC1CCC(C(=O)O)CC1 (stereo not given)
    -0.5	4	1	1.2	-1.0	-3	3	-0.2	14
CSc1ccc(Cl)c(C(=O)NNC(=O)c2cccs2)c1
    -3.9	7	-4	-0.7	-1.1	2	7	0.1	-5
O=C(NCCc1ccccc1)C1Cc2c(-c3ccc4c(c3)OCO4)ccnc2O1 (stereo not given)
    0.3	-9	1	0.7	.	9	23	-0.2	-7
CC12CC3CC(C)(C1)CC(C(=O)Nc1nncs1)(C3)C2
    -2.2	-13	3	0.2	-0.3	-1	-8	-0.3	-8
Cc1ccc(N(C(=O)C2CCCC2)C2C=CS(=O)(=O)C2)cc1C (stereo not given)
    0.0	2	-6	0.2	1.5	4	5	0.2	23
CC1(C(=O)NCc2ccco2)Cc2c(-c3cccc(C(F)(F)F)c3)ccnc2O1 (stereo not given)
    -5.4	4	-3	1.4	.	5	21	-1.0	3

The last 2 records of the section before come first, to join the parts:
Each structure is followed by: FadD28 FP inh	BoNT F protease	Anthrax LF inh2	TcdB inh	PfHsp40 rescue	PrPC TRFRET	Yp Topo-I inh	BoNT-A LC inh2	CCHFV vOTU inh
Cc1ccc(N(C(=O)C2CCCC2)C2C=CS(=O)(=O)C2)cc1C (stereo not given)
    0.0	2	-6	0.2	1.5	4	5	0.2	23
CC1(C(=O)NCc2ccco2)Cc2c(-c3cccc(C(F)(F)F)c3)ccnc2O1 (stereo not given)
    -5.4	4	-3	1.4	.	5	21	-1.0	3
Cc1ccc2[nH]c3nc(NN)nnc3c2c1
    -0.1	?	-12	0.6	-1.1	-23	3	1.5	11
O=C(O)c1ccccc1NS(=O)(=O)c1ccc(NN=Cc2cccc(Cl)c2)c([N+](=O)[O-])c1
    -0.3	-2	-10	-0.3	3.1	-3	1	-0.3	11
O=C(CNC(=O)N1CC(=O)Nc2ccccc21)NCCc1c[nH]c2ccccc12
    -2.3	0	-9	2.1	0.2	-4	-4	-0.5	-10
COc1cccc(CNC(=O)C(C(=O)NCc2cccc(OC)c2)c2ncc(C(F)(F)F)cc2Cl)c1
    -3.1	-6	-4	1.7	10	-8	11	-0.5	3
Cn1c2ccccc2c2nnc(SCC(=O)Nc3cccc(C(=O)O)c3)nc21
    -1.2	-7	0	0.7	0.9	-9	-3	0.4	3
CSc1nc(O)c(C(c2ccc(OC(C)C)cc2)c2c(O)nc(SC)[nH]c2=O)c(=O)[nH]1
    -1.2	-1	-1	-0.8	-1.3	-3	-7	-0.6	15
CC(=O)Nc1ccc(NC(=O)c2cc(=O)c3cc(C)c(C)cc3o2)cc1
    -0.8	18	1	-0.5	-0.5	6	2	-0.7	10
Cc1nn(Cc2noc(C(=O)NCc3ccc4c(c3)OCO4)n2)c(C)c1Br
    -2.3	-2	2	0.9	0.2	2	19	0.1	0
CC(C)(C)OC(=O)C[C@@H]1C/C=C\C[C@@H](CC(=O)N(CCO)Cc2ccccc2)C(=O)N[C@@H](c2ccccc2)COC1=O
    -1.9	5	1	-0.4	1.1	3	19	0.7	6
C=CCn1c(SCC(=O)c2cccs2)nnc1-c1cccc(OC)c1
    -1.9	-8	4	.	1.6	-6	2	1.7	-18
Cc1cnc(CNC(=O)c2ccc3oc(Cc4ccc(Cl)cc4)nc3c2)cn1
    -2.1	-7	-1	0.9	1.2	5	28	-0.7	1
CC(=O)n1nc(-c2cccnc2)nc1NCc1cccs1
    -2.5	3	-5	1.4	0.8	-2	-5	-0.3	-10
C=CCC(=O)N1CCCC(C(=O)c2ccc(Cl)cc2)C1 (stereo not given)
    -1.2	?	4	0.8	-0.6	-3	2	-1.5	11
CC(=O)Nc1cccc(NC(=O)COc2ccc3c(c2)OCO3)c1
    -1.2	7	0	-0.1	-0.4	6	5	1.9	-12
C=CCn1c(CCC(O)COCCCCC)n[nH]c1=S (stereo not given)
    -1.8	?	-2	1.0	-0.9	2	9	3.5	13
Cc1nn(Cc2c(Cl)cccc2Cl)c(C)c1NC(=O)c1cnn2c(C(F)F)cc(-c3ccccc3)nc12
    -3.1	?	-8	.	-1.2	-3	8	-0.2	1
O=C(COC(=O)c1ccc(S(=O)(=O)N2CCCC2)cc1)NCc1ccc(F)cc1
    -1.8	1	-1	.	0.2	-6	6	0.0	11
CCOC(=O)C1CCN(C(=O)c2ccc3c(=O)n4nc(Nc5ccccc5CC)sc4nc3c2)CC1
    -3.0	-1	-8	0.1	.	8	9	-0.6	-7
CCOC(=O)[C@H]1[C@H]2COc3ccc(Br)cc3[C@@H]2N2C(=O)CN(C)C(=O)[C@@]12C
    -2.0	-4	0	0.5	-1.1	-1	-5	0.0	10
Cc1nn(C(=O)c2nn(C)cc2[N+](=O)[O-])c(C)c1Br
    -1.0	0	-4	1.1	-1.4	2	3	0.8	-16
O=C(Cc1c(F)cccc1Cl)NC1=NCCS1
    0.0	-7	1	1.1	-1.0	5	-3	0.2	-11
Oc1ccc(-c2n[nH]c(C(F)(F)F)c2-c2ccccc2)c(O)c1
    -12	2	-1	5.0	2.6	16	-17	-0.3	11
COc1ccccc1CN1CCNC(=O)C1CC(=O)NCCCN1CCCC1=O (stereo not given)
    0.4	-2	3	1.5	-2.2	2	-2	0.9	-6
O=CC(Br)P(=O)(N1CCOCC1)N1CCOCC1 (stereo not given)
    -0.7	.	.	-2.3	.	-2	-1	.	-5
COc1ccc(/C=C(/NC(=O)c2ccc(Br)cc2)C(=O)Nc2cccc(C(=O)O)c2)cc1
    -4.9	0	-2	-1.6	.	-4	-8	-0.1	15
CC(C)Sc1nc2c(c(=O)n1C)SC(C)C2 (stereo not given)
    -2.4	-3	-14	9.3	-0.5	-6	4	-0.2	16
CSc1ccc(/C=C/C(=O)OCC(=O)N2CCN(c3ccccc3)CC2)cc1
    -1.2	-7	-4	2.8	-0.5	3	-4	-0.4	-6
OC[C@@H]1CN(Cc2ccc(F)cc2)C[C@H](n2cnc3c(NCc4ccncc4)ncnc32)O1
    -6.3	4	-10	1.2	.	4	-5	0.1	-1
CC(C)NC(=O)Nc1ccc2c(c1)C(=O)N([C@@H](C)CO)C[C@@H](C)[C@@H](CN(C)S(=O)(=O)c1ccc(F)cc1)O2
    0.0	6	-6	2.1&0.4	1.0	-8	24	0.3	-2
Cc1cc(NC(=O)CN2C(=O)NC3(CCCCC3)C2=O)no1
    -2.2	-5	2	-0.1	-0.2	8	2	-0.1	-1
